CFTR F508del cor: correctors of CFTR F508del function in bronchial epithelial cells. CFBE cells, YFP halide quenching; stimulated with forskolin plus potentiator P3; % fluorescence drop versus neutral controls. activity (quench increase), % at 7.58 µM. 0.36% of 350,000 active. AID 720511;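 active means mean added fluorescence quench of at least 8% versus neutral control, with both replicates also reaching 8%; inconclusive means only one of the mean or replicate conditions met; inactive means mean below 8% and not both replicates reaching 8%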;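 further: cells transiently co-express mutant CFTR-F508del with the halide-sensitive YFP; corrector assay measuring rescue of mutant channel to the surface after 24 h compound exposure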
CASP6 VEID inh: blocks human caspase-6 cleavage activity. P55212. 0.53% of 350,000 active. inhibition, % at 12.5 µM. purified caspase-6, Z-VEID-R110 cleavage fluorescence;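 active means mean inhibition across replicates at least about 35%, with every replicate also reaching that limit, limit read from the data; inconclusive means only one of the two criteria met; inactive means neither criterion met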;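 further: 0% = median of neutral control wells and 100% = no fluorescence left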
ERp5 inh: ERp5 (human) disulfide isomerase inhibition; Q15084; ERp5 insulin aggregation, absorbance 650 nm, 90 min; inhibition, % at 9.99 µM; 0.05% of 350,000 active; AID 651711;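 active means mean replicate inhibition above about 25%, with every replicate also reaching it, limit read from the data, passing the limit was not always enough; inconclusive means only one of those two criteria met; inactive means neither criterion met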
ERAP1 HTS inh: blocks human ERAP1 aminopeptidase activity; recombinant ERAP1, Leu-AMC fluorescence, 60 min; 0.15% of 340,000 active; Q9NZ08; inhibition, % at 10.7 µM;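 active means mean replicate inhibition of at least 30%, or all replicates individually reaching that 30% level; inactive means mean below 30% and not every replicate reaching it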;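 further: 0% = neutral control wells and 100% = L-leucinethiol positive control wells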
Target sequence (Q9NZ08 whole entry, looked up): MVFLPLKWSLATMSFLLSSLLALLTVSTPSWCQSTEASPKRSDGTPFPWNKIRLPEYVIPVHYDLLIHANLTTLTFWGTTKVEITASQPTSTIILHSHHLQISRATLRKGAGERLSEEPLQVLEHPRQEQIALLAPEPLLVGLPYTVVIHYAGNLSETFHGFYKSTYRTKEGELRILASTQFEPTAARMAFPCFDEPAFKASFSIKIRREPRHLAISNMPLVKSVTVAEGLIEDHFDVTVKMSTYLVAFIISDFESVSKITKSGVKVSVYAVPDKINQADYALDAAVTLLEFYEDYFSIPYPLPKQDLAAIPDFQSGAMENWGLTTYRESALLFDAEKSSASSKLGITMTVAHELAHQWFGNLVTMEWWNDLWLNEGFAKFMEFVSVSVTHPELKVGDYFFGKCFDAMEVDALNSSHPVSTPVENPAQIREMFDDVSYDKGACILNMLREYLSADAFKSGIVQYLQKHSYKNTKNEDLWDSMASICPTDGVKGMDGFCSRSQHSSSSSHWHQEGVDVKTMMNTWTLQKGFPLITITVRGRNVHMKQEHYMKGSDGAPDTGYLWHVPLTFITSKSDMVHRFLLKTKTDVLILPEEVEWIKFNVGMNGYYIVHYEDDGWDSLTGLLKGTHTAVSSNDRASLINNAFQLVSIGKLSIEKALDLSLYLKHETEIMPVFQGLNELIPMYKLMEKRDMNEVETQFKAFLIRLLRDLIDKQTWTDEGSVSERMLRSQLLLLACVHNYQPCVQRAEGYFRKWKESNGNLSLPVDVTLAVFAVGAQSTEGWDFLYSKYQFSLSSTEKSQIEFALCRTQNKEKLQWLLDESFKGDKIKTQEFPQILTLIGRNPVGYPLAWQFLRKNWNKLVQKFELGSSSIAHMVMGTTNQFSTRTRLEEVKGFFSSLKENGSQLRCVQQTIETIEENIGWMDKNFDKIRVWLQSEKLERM
miR122 inh: miR-122 inhibition in Huh7 cells; AID 602342; 0.3% of 340,000 active; Huh7 miR-122 Renilla luciferase sensor, 48 h; neutral wells = 0, positive control = 100; activation (reporter increase), % at 12.5 µM;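 active means mean replicate activation score at least 90 and every replicate individually at or above 90; inconclusive means only one of the two criteria met; inactive means neither criterion met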;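 further: higher luciferase means less miR-122 activity so hits act as miR-122 inhibitors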
DENV2 CPE rescue: protects cells from dengue virus 2 cytopathic effect. DENV2-infected cells, cytopathic effect rescue, plate reader. CPE inhibition, % at 9.99 µM. 1.7% of 350,000 active; in the data active means CPE inhibition above about 20%, passing the limit was not always enough; inconclusive means no clear call, values can overlap the other calls; tested in BHK-21 cells;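 further: 0% = median of neutral control wells and 100% = median of positive control wells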
SIRT5 inh: sirtuin-5 (human) deacylase inhibition; inhibition, % at 15 µM; AID 652115; Q9NXA8; Purified SirT5, succinyl-peptide AMC, trypsin-coupled fluorescence; 1.1% of 330,000 active; in the data active means inhibition above about 15%; inconclusive means no clear call, values can overlap the other calls
* = called active by the depositor; ? = inconclusive; . = not tested or not shown; & = joins results of further samples; [ ] = remark or other dose.

Values run as follows: CFTR F508del cor	CASP6 VEID inh	ERp5 inh	ERAP1 HTS inh	miR122 inh	DENV2 CPE rescue	SIRT5 inh
Cc1occc1-c1nnc(SCC(=O)Nc2ccccc2)n1C(C)c1ccccc1 (stereo not given)
→ .	-1	0	1	0	.	-2
COc1ccc2nc(SCC(=O)NC(C)c3ccccc3)[nH]c2c1 (stereo not given)
→ 1.8	2	-2	0	3	4	-2
Cc1ccc(-c2cc(C(F)F)nc(N3CCOCC3)n2)cc1
→ -0.7	3	2	-4	.	7	4
CC(=O)c1ccc(NC(=O)CSC(=S)N2CCCC2)cc1
→ -2.2	-1	3	0	-19	-2	-7
C[C@@H]1CN([C@@H](C)CO)C(=O)CCCn2nncc2CO[C@H]1CN(C)S(=O)(=O)c1ccc(Cl)cc1
→ -0.1&1.4&-4.1	-1&-2&-1	-1&-1&-4	6&1&1	1	-2&13&4	-4&-3&-3
O=C(CSc1ccc(-c2cccnc2)nn1)Nc1ccc(F)cc1F
→ -1.6	-3	-17	-1	-4	-4	0
CCCn1nc(NS(=O)(=O)c2cccc3nonc23)c2cc3cc(C)ccc3nc21
→ 2.3	3	5	5	-2	-6	6
C=C(C(=O)Nc1ccccc1)c1ccc(C)cc1
→ 0.2	-2	-7	.	-2	-4	.
C[C@H]1CN([C@@H](C)CO)C(=O)c2cc(C#CCc3ccccc3)cnc2O[C@@H]1CN(C)C(=O)C1CC1
→ -1.6	0	-3	0	3[16.7 µM]	?	-4
C[C@H]1CN([C@@H](C)CO)C(=O)c2cc(NC(=O)Cc3cn(C)c4ccccc34)ccc2O[C@H]1CN(C)S(=O)(=O)c1ccc(Cl)cc1
→ 0.5	4	-6	0	-2[16.7 µM]	1	4
COCc1c(C(=O)N2CCc3ccccc32)oc2ccccc12
→ -0.9	0	5	-1	20	-9	-4
Cc1cc(C)n(C(C)CNS(=O)(=O)c2ccccc2)n1 (stereo not given)
→ -0.1	-1	-2	-5	0	3	3
CC12CC3CC(C)(C1)CC(C(=O)N1CCCC1)(C3)C2
→ 1.6	-1	0	-2	-5	8	0
Cc1cccc(N(C(=O)c2snc(C(N)=O)c2N)C(C(=O)NC2CCCC2)c2ccco2)c1 (stereo not given)
→ 0.1	-1	1	1	.	-2	3
CCC(=O)N1CC2(CCN(C(=O)c3cccnc3)CC2)c2c([nH]c3cc(OC)ccc23)[C@@H]1CO
→ 0.2	4	1	1	.	-5	-5
Cc1cc(NC(=O)c2cccs2)n(-c2nc3ccccc3[nH]2)n1
→ 3.3	-3	2	-3	.	-3	1
Cc1noc(C)c1S(=O)(=O)Nc1ccc2c(c1)C(=O)N([C@@H](C)CO)C[C@@H](C)[C@@H](CN(C)Cc1ccc(C(=O)O)cc1)O2
→ 1.7	-1	-2	-1	-8[16.7 µM]	7	-7
CCOC(=O)c1c(NC(=O)COc2ncnc3ccccc23)sc(C)c1C
→ .	0	2	12	.	-9	-1
CCCCNC(=O)O[C@@H]1C[C@H]2CCCC(=O)N3CC[C@@H](C1)[C@@H]23
→ -0.6	-2	-1	-1	0	-2	-1
O=C(NCCc1ccccc1)C1CCN(Cc2cccc3ccccc23)CC1
→ 2.7	0	4	-4	.	-5	-4
Cc1c(NC(=O)c2ccco2)cccc1-c1nc2cccnc2s1
→ 2.0	3	0	0	.	-7	7
COCC#Cc1ccc([C@@H]2[C@@H](CO)N3C(=O)CN(C(=O)c4cccnc4)C[C@@H]23)cc1
→ -1.0	0	-5	-1	.	7	9
O=C(C[C@H]1C[C@H]2c3cc(NC(=O)CC4CC4)ccc3O[C@H]2[C@@H](CO)O1)NCc1ccc(Cl)cc1
→ 0.9	3	-4	-1	-4[16.7 µM]	5	1
C[C@@H]1CN([C@@H](C)CO)C(=O)CCCn2nncc2CO[C@@H]1CN(C)Cc1ccc2c(c1)OCCN2C
→ 0.0	0	10	-3	8[16.7 µM]	0	1
O=C(COc1ccc2c3c(c(=O)oc2c1)CCCC3)NCc1ccncc1
→ -1.3	4	-3	3	-6	1	-5
CCOC(=O)CN1CC23C=CC(O2)C(C(=O)Nc2cc(OC)ccc2OC)C3C1=O (stereo not given)
→ -1.8	-1	1	.	-3	-1	.
C[C@@H]1CN([C@@H](C)CO)C(=O)c2cc(C#Cc3cccc(F)c3)cnc2O[C@H]1CN(C)CC1CCCC1
→ -4.4	0	6	0	-25[16.7 µM]	9	-1
COc1cccc(CNC(=O)[C@@H]2[C@@H](CO)[C@@H]3Cn4c(ccc(-c5ccncc5)c4=O)[C@H]2N3C(C)=O)c1
→ 2.9	3	-4	-1	2[16.7 µM]	-5	-20
CCOc1ccc(CN(C)C(=O)CNC(=O)C2CCCCC2)cc1
→ -2.5	-2	1	3	.	9	-6
CN(C)c1cc[n+](CC(=O)Nc2ccc(Oc3ccccc3)cc2)cc1
→ 5.3	-8	5	4	0	-11	0
Cc1noc(C)c1S(=O)(=O)Nc1cccc2c1O[C@H](CN(C)CC1CCCCC1)[C@H](C)CN([C@H](C)CO)C2=O
→ 1.0	2	2	0	12[16.7 µM]	-4	5
COc1ccc(-n2c(SCC(=O)Nc3cc(C(=O)O)ccc3C)nc3ccccc3c2=O)cc1Cl
→ 1.6	-1	5	-4	-5	-7	-5
C[C@H](CO)N1C[C@H](C)[C@@H](CN(C)CC2CC2)Oc2ccc(NC(=O)Nc3ccccc3)cc2CC1=O
→ -1.9	1	-7	3	2[16.7 µM]	7	7
COc1ccccc1NS(=O)(=O)c1ccc(NC(=O)c2ccncc2)cc1
→ 0.4	1	-1	-1	1	2	-2
O=C(c1cc(C2CC2)nn1-c1ccccc1)N1CCN(S(=O)(=O)c2ccc(F)cc2)CC1
→ -3.2	1	-8	-3	-3	8	-4
O=C(Nc1cccnc1)c1cccc(-c2cc3ccccc3oc2=O)c1
→ -2.4	-1	4	2	.	.	-1
Cc1[nH]c2ccc(OC(F)(F)F)cc2c1CCN1C(=O)c2ccc(C(=O)O)cc2C1=O
→ 1.9	1	1	1	.	-1	-2
C/C(=N\NC(=O)c1ccccc1O)c1ccc(NC(=O)Cc2ccccc2)cc1
→ 2.3	36*	0	0	10	?	0
O=C(C[C@H]1C[C@H]2c3cc(NC(=O)c4ccc5c(c4)OCO5)ccc3O[C@H]2[C@H](CO)O1)NCc1cc(F)ccc1F
→ -2.6	0	0	0	0[16.7 µM]	0	-2
C=CCn1c(C)cc(C(=O)COC(=O)CCc2cc(OC)c(OC)c(OC)c2)c1C
→ -2.7	6	-9	2	1	-3	0
CN1C(=O)c2cc(NC(=O)C3CCCCC3)ccc2OC[C@H]2O[C@H](CC(=O)NCCc3ccncc3)CC[C@@H]21
→ -1.1	1	7	0	-6[16.7 µM]	5	0
COc1ccc(-c2cnc3c(c2)C(=O)N([C@H](C)CO)C[C@@H](C)[C@H](CN(C)S(C)(=O)=O)O3)cc1
→ -0.6	-1	4	-5	10[16.7 µM]	-7	0
O=C(NCc1ccc(Cl)cc1)c1ccc(-c2ccccc2C(F)(F)F)o1
→ -2.6	-2	0	-4	0	0	-3
CC(=O)c1ccc(S(=O)(=O)Nc2ccc(N3CCOCC3)cc2)cc1
→ -0.5	3	0	3	.	1	0
O=C(C[C@H]1C[C@H]2c3cc(NC(=O)Nc4ccc(C(F)(F)F)cc4)ccc3O[C@H]2[C@@H](CO)O1)NCc1ccc(Cl)cc1
→ -1.9	0	1	3	5[16.7 µM]	2	.
CC(c1nc2ccccc2[nH]1)N(C(=O)Cc1csc2ccccc12)c1cccnc1 (stereo not given)
→ 0.6	0	0	-2	0	-1	-12
CNC[C@@H]1Oc2c(NC(=O)C3CC3)cccc2C(=O)N([C@H](C)CO)C[C@H]1C
→ 0.6	5	-3	-5	2[16.7 µM]	-3	.
CN(C)c1ccc2c(c1)[C@@H]1C[C@@H](CC(=O)NCCc3ccccc3)O[C@H](CO)[C@@H]1O2
→ 3.6	1	1	-2	1[16.7 µM]	-4	-1
CC1(C)Cc2c(c(N3CCCC3)nc3sc(C(=O)Nc4ccccc4)c(N)c23)CO1
→ -0.2	2	-1	3	-6	-1	-2
CCN(Cc1ccc2c(c1)OCCO2)C(=O)CSc1nc(C)nc2sc(C)c(C)c12
→ 4.9	1	-1	-1	.	4	1
CC1CCCC(C)N1Cc1cn2ccccc2n1 (stereo not given)
→ 2.9	-8	7	3	.	4	7
O=C(Nc1ccccc1F)N1CC(=O)N2[C@H](CO)[C@H](c3ccc(C#CC4CC4)cc3)[C@H]2C1
→ -0.4	1	3	-2	.	7	1
Cc1cccc(NC(=O)CSCC(=O)N2CCN(c3cccc(C(F)(F)F)c3)CC2)c1
→ 3.0	-3	-2	2	-3	-4	-1
C[C@@H]1CN([C@@H](C)CO)C(=O)c2cc(NC(=O)Cc3ccccc3)ccc2O[C@@H](C)CCCCO[C@H]1CN(C)C(=O)C1CCCCC1
→ -4.9	1	-6	3	-2[16.7 µM]	14	4
CO[C@H](CN(C)C(=O)c1cnccn1)[C@@H](C)CN([C@@H](C)CO)S(=O)(=O)c1ccc(C)cc1
→ -0.6	0	-4	-4	.	-5	-2
CO[C@H](CN(C)S(=O)(=O)c1ccc(C)cc1)[C@H](C)CN(Cc1ccccc1Cl)[C@H](C)CO
→ 1.9	4	-4	0	.	0	-3
CC(CNC(=O)C1CCCCC1C(=O)O)c1ccccc1 (stereo not given)
→ 1.7	4	-4	1	-2	0	1
CN1CCN(C(=O)C[C@H]2CC[C@@H]3[C@H](COC[C@H](O)CN3CC3CCOCC3)O2)CC1
→ 2.1	-37	4	0	3[16.7 µM]	?	10
COc1ccc(C(=O)OCC(=O)NC2CCCCCC2)c(OC)c1
→ 2.6	5	-3	-6	-9	-6	-11
Cc1noc(C)c1S(=O)(=O)Nc1ccc2c(c1)C(=O)N([C@@H](C)CO)C[C@H](C)[C@H](CN(C)C(=O)Nc1ccc3c(c1)OCO3)OCCCC[C@H](C)O2
→ 2.6	2	3	2	-3[16.7 µM]	-1	1

Carrying on.
Values run as follows: CFTR F508del cor	CASP6 VEID inh	ERp5 inh	ERAP1 HTS inh	miR122 inh	DENV2 CPE rescue	SIRT5 inh
COc1ccc2nc(-c3ccc(CN4CCC(c5nc6ccccc6[nH]5)CC4)cc3)c(-c3ccccc3)nc2c1
→ 0.8	-5	0	-2	.	-4	-1
COCC(=O)Nc1ccc2c(c1)C(=O)N(C)[C@H]1CC[C@H](CC(=O)NCC(F)(F)F)O[C@H]1CO2
→ 1.0	-1	1	1	38[16.7 µM]	7	-6
CN(C(=O)Cn1cc(C(F)(F)F)ccc1=O)c1c(N)n(Cc2ccccc2)c(=O)[nH]c1=O
→ 1.0	4	-4	-6	0	6	-6
Cn1cnc(S(=O)(=O)N2C[C@H](O)COC[C@@H]3O[C@@H](CC(=O)NCc4cc(F)cc(F)c4)CC[C@H]32)c1
→ 2.4	1	-2	-1	-3[16.7 µM]	-8	-1
CO[C@@H]1CN(C)C(=O)c2ccc(NC(C)=O)cc2OC[C@@H](C)N(Cc2cc(F)ccc2F)C[C@H]1C
→ 2.2	2	4	3	5[16.7 µM]	-8	6
N#C/C(=C(/O)c1cccs1)c1nnc2n1CCCCC2
→ -1.8	0	1	2	-6	15	5
Cc1cc2cc(CNC(=O)c3ccc4c(c3)OCO4)ccc2[nH]1
→ -2.1	2	4	-4	-8	-9	2
Cc1cc(C)cc(NC(=S)NC(=O)Cc2ccccc2)c1
→ -0.1	-1	-5	.	0	7	-3
O=S(=O)(NC1CCCCC1)c1ccc(Br)s1
→ 2.4	3	2	-1	.	4	2
S=C1NC[C@H](Cc2ccccc2)N1CCCCC1CCCCC1
→ 1.7	0	-2	-1	7	-6	.
CC(Oc1ccc(F)cc1)C(=O)Nc1cc(S(=O)(=O)N2CCOCC2)ccc1N1CCCCC1 (stereo not given)
→ 4.3	6	3	5	.	3	1
O=C(N[C@@H]1CC[C@H](CCNS(=O)(=O)c2ccc(F)cc2)O[C@@H]1CO)c1cccc(F)c1
→ 2.6	-4	2	-1	.	14	-1
Cn1c(=O)c(=O)n(C)c2cc(S(=O)(=O)CCC(=O)N3CCOCC3)ccc21
→ -0.9	0	3	.	-4	-6	.
O=C(Nc1cccc([N+](=O)[O-])c1)C1CCN(C(=O)Cc2ccccc2)CC1
→ -0.6	4	4	3	-3	-4	0

Screening data (PubChem)
